Source: PubChem BioAssay (several laboratories)
SUMO1 PPI mod – alters human SUMO1 binding to SIM partners; P63165; inhibition, % at 20 µM; AID 602429; actives 0.33% (n = 360,000); SUMO1 binding to a labelled peptide, TR-FRET, 1 h; in the data active = inhibition above about 37%
Target sequence (P63165 whole entry, looked up): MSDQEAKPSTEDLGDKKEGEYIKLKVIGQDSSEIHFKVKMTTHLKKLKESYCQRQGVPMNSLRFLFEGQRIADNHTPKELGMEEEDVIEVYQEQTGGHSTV
TbMetRS inhib – blocks T. brucei methionyl-tRNA synthetase activity; purified T. brucei MetRS, ATP depletion, Kinase-Glo luminescence; actives 0.4% (n = 360,000); inhibition, % at 11.9 µM;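 active = inhibition above a per-plate cutoff of the control wells' mean inhibition plus 3 SD, cut at about 5.5% in these data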;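 also: 0% = DMSO wells median and 100% = median of wells with control inhibitor compound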
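Dosing: 11.9 µM compound single dose, 0.9% DMSO; Assay system: purified T. brucei MetRS enzyme; Measured by: Kinase-Glo luciferase luminescence reporting remaining unconsumed ATP; Schedule: 15 min plus 2 h at 25 °C.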
Scp-1 inhibitor – Scp-1 (human) phosphatase inhibition. Q9GZU7. Recombinant Scp1, phosphopeptide, malachite green phosphate absorbance. inhibition, % at 20 µM. actives 0.88% (n = 340,000). AID 493091;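 active = inhibition above about 50% at 20 µM, limit read from the data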;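 also: plate controls were DMSO wells with enzyme for no effect and wells lacking enzyme for full effect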
Target sequence (Q9GZU7 76-261 limits assumed): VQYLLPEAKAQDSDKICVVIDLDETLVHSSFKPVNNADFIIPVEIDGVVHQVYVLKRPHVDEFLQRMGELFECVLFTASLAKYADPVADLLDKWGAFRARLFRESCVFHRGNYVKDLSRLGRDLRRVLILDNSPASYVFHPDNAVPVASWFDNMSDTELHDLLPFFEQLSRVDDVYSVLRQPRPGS
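Test system: SCP-1 catalytic domain; Buffer or medium: Acidic Tris acetate buffer with magnesium and detergent; Also added: Phosphorylated 17-residue peptide substrate; Compound: single 20 µM dose, 1% DMSO; Schedule: enzyme reaction 45 min at room temperature, colour 5 min, stabilisation 30 min; Signal: Phosphate-binding colour reagent, absorbance read at 630 nm.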
NadD inh – inhibitors of Staphylococcus aureus NadD. purified NadD enzyme, colorimetric absorbance read-out. inhibition, % at 20 µM. actives 0.78% (n = 360,000); in the data active = inhibition above about 26%; also: some compounds past the cut are filed as inactive
DNMT1 inh – blocks human DNA methyltransferase DNMT1; inhibition (reported as % activation of signal), % at 10 µM; DNMT1 molecular beacon, Hinp1I cleavage, fluorescence; P26358; actives 0.83% (n = 360,000); in the data active = inhibition above about 50%
LMPTP inh – blocks human LMPTP phosphatase; recombinant LMPTP-A, OMFP fluorogenic substrate, fluorescence intensity; inhibition, % at 20 µM; actives 0.22% (n = 360,000); AID 651560;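 active = compounds that cut the enzyme signal by at least half of the control window in the single-dose screen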;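 also: plate controls were DMSO wells with enzyme plus substrate for no effect and substrate without enzyme for full effect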
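Assay system: LMPTP-A enzyme. Input: 0.625 nM LMPTP-A final. Probe or stimulus: 400 µM OMFP. Compound dosing: single 20 µM dose. Schedule: 50 min dark incubation at room temperature. Detection: fluorescence intensity of OMFP turnover product. Read-out: percent inhibition versus substrate-only and uninhibited controls. Benchmarks: no-enzyme low control, uninhibited high control.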
CSN inh – inhibitors of human CSN-mediated cullin deneddylation. Q92905. inhibition, % at 12.5 µM. Purified CSN, SCF-Nedd8-OG deneddylation, fluorescence polarization. actives 0.38% (n = 360,000);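 active = pattern-corrected inhibition above about 35%, with an unprinted fluorescence ratio check between 0.5 and 1.5, limit read from the data, passing the limit was not always enough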;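 also: 0% = enzyme with substrate and 100% = substrate without enzyme; some results filed as inactive read as strong as hits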
Target sequence (Q92905 whole entry, looked up, one chain of several): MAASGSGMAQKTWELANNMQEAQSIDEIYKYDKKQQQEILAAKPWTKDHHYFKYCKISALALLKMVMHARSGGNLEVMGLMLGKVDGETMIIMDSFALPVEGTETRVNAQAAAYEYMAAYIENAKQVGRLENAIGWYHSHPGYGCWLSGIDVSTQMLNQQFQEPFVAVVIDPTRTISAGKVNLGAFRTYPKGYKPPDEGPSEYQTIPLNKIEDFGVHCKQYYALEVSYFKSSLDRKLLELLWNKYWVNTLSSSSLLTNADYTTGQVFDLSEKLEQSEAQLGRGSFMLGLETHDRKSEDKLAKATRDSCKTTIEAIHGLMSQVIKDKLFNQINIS
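Material: human Csn5 produced in HEK293T cells; Input: enzyme 0.24 nM; Reagent: SCFSkp2-Nedd8OG substrate at 10 nM final; Dosing: 12.5 µM compound; Incubation: 90 min reaction at room temperature; Detection: fluorescence polarization of the substrate; Evaluation: % inhibition of substrate cleavage by Csn5; Control set: substrate-only high control, full reaction low control.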
Rpn11 inh – blocks the human proteasome subunit Rpn11 | calls only at 20 µM | O00487 | AID 588493 | actives 0.59% (n = 360,000) | human 26S proteasome, Ub4-pepOG fluorescence polarization; 20S core pre-blocked with epoxomicin;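 active = inhibition at 20 µM, scaled to each plate's controls, above about 33%, limit read from the data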
Target sequence (O00487 whole entry, looked up): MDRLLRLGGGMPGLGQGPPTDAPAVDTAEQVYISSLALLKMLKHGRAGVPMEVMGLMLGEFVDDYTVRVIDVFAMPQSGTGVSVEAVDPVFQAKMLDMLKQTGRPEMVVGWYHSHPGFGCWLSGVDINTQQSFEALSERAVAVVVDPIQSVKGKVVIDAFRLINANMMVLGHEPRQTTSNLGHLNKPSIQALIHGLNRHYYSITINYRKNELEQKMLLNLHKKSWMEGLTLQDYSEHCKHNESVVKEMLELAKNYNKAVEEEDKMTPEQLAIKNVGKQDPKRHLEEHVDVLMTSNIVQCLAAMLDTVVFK
MsrA inh – bovine MsrA inhibition | actives 0.75% (n = 360,000) | AID 651718 | inhibition, % at 15.5 µM | purified bovine MsrA, absorbance read-out; in the data active = inhibition above about 4.5%;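 also: 0% = vehicle wells with enzyme and 100% = reference inhibitor wells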
STEP inh – blocks human striatal-enriched tyrosine phosphatase; P54829; recombinant STEP, OMFP fluorogenic substrate, fluorescence; inhibition, % at 20 µM; actives 0.25% (n = 360,000); AID 588621;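 active = inhibition at 20 µM, scaled per plate between control wells, above about 37%, limit read from the data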;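 also: 0% = DMSO with enzyme and substrate and 100% = substrate only without enzyme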
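Measure: Control-normalized % inhibition with plate pattern correction | Test system: STEP phosphatase, cell-free reaction | Medium: pH 6.0 Bis-Tris with DTT and Tween 20 | Technique: Fluorescence, 480/540 nm | Times: Reaction 20 min, ambient temperature | Doses: Single compound dose of 20 µM, 1% DMSO final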
* marks the source's active call; other numbers are inactive results; i = inactive; . = no result given.

SMILES	SUMO1 PPI mod	TbMetRS inhib	Scp-1 inhibitor	NadD inh	DNMT1 inh	LMPTP inh	CSN inh	Rpn11 inh	MsrA inh	STEP inh
Cc1ccccc1OCC(=O)OC(C(=O)c1ccccc1)c1ccccc1 (stereo not drawn)	-0.9	0.0	-5.1	0.9	-0.5	1.5	2.6	i	-0.7	-2.1
CN(C)c1ccc(NC(=O)CSc2nc(N)c(C(=O)Nc3ccc(N(C)C)cc3)s2)cc1	-10.3	0.0	5.5	29.3	-28.1	1.0	4.8	i	1.4	2.5
O=C(O)CC(c1ccc(Br)cc1)N1Cc2ccccc2C1=O (stereo not drawn)	3.8	-0.5	-6.0	-7.5	-0.7	-1.3	5.7	i	-0.8	-0.1
Cc1ccc(-c2nnn(CC(=O)N(CCN3CCOCC3)C(C(=O)NC(C)(C)C)c3ccco3)n2)cc1 (stereo not drawn)	-1.1	-0.9	-4.7	9.4	0.1	-0.7	-5.7	i	-0.9	5.5
CCCCSc1nnc2c(n1)OC=Nc1ccccc1-2	-33.0	0.0	-2.7	-2.8	-5.7	-1.0	-0.2	i	0.9	-1.9
O=C(O)CCCN1C(=O)C2C3C=CC(C2C1=O)C1C(=O)N(CCCC(=O)O)C(=O)C31 (stereo not drawn)	3.5	0.4	-2.0	-5.9	2.0	-1.5	4.6	i	-1.2	-1.3
O=C(COC(=O)c1ncc(Cl)c(Cl)c1Cl)NC1CCCCCC1	4.8	-0.6	4.4	0.8	4.2	-0.1	-3.1	i	0.6	0.7
Cc1ccc2c(c1)C1CC(C)(O2)N(c2cccc(C(=O)NC3CCN(Cc4ccccc4)CC3)c2)C(=O)N1 (stereo not drawn)	0.1	0.4	-5.2	-5.2	1.2	-0.1	0.3	i	-1.2	-2.3
Cc1ccc(NS(=O)(=O)c2cccc(C(=O)NC3CCN(Cc4ccccc4)CC3)c2)c(C)c1	-4.2	-0.1	-4.9	5.3	0.5	-0.4	2.0	i	-1.6	-1.0
O=C(Cc1cccc2ccccc12)Nc1ccc(O)cc1C(=O)O	9.1	-0.1	-11.7	-11.5	10.1	-1.4	5.9	i	-0.5	-0.5
CCC1CCCCN1CCCNC(=O)c1nn(C)c2c1CS(=O)(=O)c1ccccc1-2 (stereo not drawn)	-5.3	0.1	-6.2	-11.6	2.0	-3.6	-1.3	i	0.9	-0.7
O=C(Cn1cccc1C(=O)c1ccccc1)NCc1ccc(F)cc1	4.6	0.6	-5.7	-1.4	1.2	0.3	-2.9	i	0.4	3.8
O=C(Nc1ccc(S(=O)(=O)N2CCOCC2)cc1)c1ccc([N+](=O)[O-])s1	-21.2	-0.5	-2.8	-2.7	-5.1	-0.7	-2.7	i	-0.6	0.8
CC(=O)Nc1cc2c(cc1NC(=O)Cn1nnc(-c3ccc(C)o3)n1)OCCO2	-3.6	-0.5	-5.3	-13.1	0.0	-0.4	5.9	i	0.1	-2.3
CO/N=C(\C(=O)N[C@@H]1C(=O)N2C(C(=O)O)=C(COC(N)=O)CS[C@H]12)c1ccco1	21.5	-0.8	69.7*	3.3	34.5	-0.5	11.1	i	-1.1	6.7
CCCn1nnnc1NCc1ccc(F)cc1	2.9	-0.9	-4.0	1.6	0.4	-0.3	2.2	i	0.1	0.6
O=C1C=C(c2ccccc2)C(O)(c2ccccc2)C1 (stereo not drawn)	-5.1	0.3	-8.9	0.9	0.2	-0.1	1.0	i	-0.9	0.0
CC(=O)N1c2ccc(S(=O)(=O)N3CCC(C(=O)Nc4ccc(C)cn4)CC3)cc2CC1C (stereo not drawn)	4.7	-0.7	-5.7	3.0	3.2	-1.0	1.1	i	-0.1	0.1
Cc1ccc(C(=O)NCCN2CCC(n3c(=O)[nH]c4ccccc43)CC2)cc1C	12.0	-0.9	.	-4.8	.	13.3	0.8	.	0.8	.
C/C(=N\NC(=O)c1cccc(N/N=C(\C)c2ccccc2)c1)c1ccccc1	2.2	-0.2	-2.1	20.2	-16.8	-1.0	-2.7	i	-0.9	-2.8
COc1ccccc1N(Cc1ccccc1)S(=O)(=O)c1cccc(C(=O)NCC2CCCO2)c1 (stereo not drawn)	5.4	-0.3	-12.7	-3.2	-1.3	0.3	-8.3	i	-1.7	-0.3
COCCCNC(=O)c1cc(S(=O)(=O)N2CCOCC2)ccc1SCc1cccc(OC)c1OC	-2.2	-0.1	-4.2	-7.7	1.3	0.1	-6.0	i	-0.7	-0.8
O=C(NC1CCCCCC1)c1nnc(Cc2ccc(Cl)cc2)o1	-1.1	1.0	-16.1	-1.3	0.8	-0.2	-0.1	i	-1.6	-0.1
CCc1c(C)nc(SCCOc2ccc(OC(C)C)cc2)[nH]c1=O	2.8	-0.7	3.3	-6.8	0.3	0.6	-1.2	i	-0.5	-0.3
COc1ccc(CCN(C)Cc2ccc(C(=O)Nc3ccccc3)cc2)cc1OC	0.1	0.1	-1.8	-3.3	1.1	0.3	0.1	i	0.8	-1.1
Cc1ccc(NC(=O)c2ccc(Cl)nc2)cc1S(=O)(=O)N1CCOCC1	11.9	-0.1	18.6	-1.8	7.2	0.9	2.7	i	-0.5	1.7
CCNCCNc1ccc(Cl)cc1[N+](=O)[O-]	-28.3	0.5	-3.6	-0.1	8.8	-0.6	4.2	i	-0.5	-0.8
COc1ccc(C(c2nnnn2C(C)(C)C)N2CCN(C)CC2)cc1OC (stereo not drawn)	-1.1	-1.0	-9.3	3.8	0.5	-1.5	-7.7	i	2.0	2.9
O=C(NCCc1ccccc1)C1Cc2c(-c3ccccc3Oc3ccccc3)ccnc2O1 (stereo not drawn)	-1.8	0.2	.	-4.2	-2.0	3.6	-2.6	i	-0.1	2.3
Cc1ccccc1C(=O)NNC(=O)c1cccn1C	3.9	-0.6	-0.8	0.7	2.5	0.1	-1.3	i	0.4	-1.0
COc1ccc(NC(=O)C2(C)CCN2Cc2csc3ccccc23)cc1OC (stereo not drawn)	3.6	-0.1	.	-1.7	-6.8	0.7	0.7	i	-1.7	-0.2
O=C(CN1CCCC1c1cccs1)Nc1cc(S(=O)(=O)N2CCCC2)ccc1Cl (stereo not drawn)	2.7	0.1	-6.8	1.2	12.8	0.8	5.8	i	-0.1	0.8
CC(=O)c1c(C)[nH]c(C(=O)NNC(=O)COc2cc(C)cc(C)c2)c1C	-4.3	-0.1	-7.6	-1.4	-0.1	-0.8	1.3	i	-0.9	1.2
CN(CC(=O)Nc1ccc(N2CCOCC2)cc1)C(=O)c1ccc(CS(C)(=O)=O)cc1	-2.8	-0.3	6.0	1.3	-1.1	-2.0	-5.4	i	-0.3	-3.9
CN(C)c1oc(-c2ccco2)nc1S(=O)(=O)c1ccc(Br)cc1	-8.7	-0.2	-8.2	4.8	-0.7	1.5	-0.8	i	-1.4	-2.6
CC1(C)Cc2c(C#N)c(N3CCN(C(=O)c4ccco4)CC3)nc(Cc3ccccc3)c2CO1	0.4	0.4	-5.2	2.6	-5.4	4.0	4.5	i	-0.1	0.2
Cc1ccc(C2=CC(=O)C[C@H](c3ccc(F)cc3)C2)cc1	-18.8	-0.3	-14.5	-5.0	22.2	2.7	-0.8	i	0.9	3.3
Clc1ccc(N2CCN(/N=C/c3cccnc3)CC2)cc1	-4.7	0.0	-6.5	1.0	-2.9	0.9	1.3	i	0.6	1.5
Cc1sc2ncn(CC(=O)N3CCN(c4ccccn4)CC3)c(=O)c2c1S(=O)(=O)N1CCCCC1	3.1	-0.5	-0.8	0.9	-0.1	-0.4	0.4	i	0.5	-3.4
Cc1ccc(NC(=S)NC(=O)/C=C/c2ccco2)c(O)c1	8.0	0.0	-8.7	2.4	5.5	2.5	19.7	i	1.7	4.3
CC1CCCCC1NC(=O)CSc1nnnn1C (stereo not drawn)	2.5	-0.5	-5.8	8.3	0.8	-0.7	-6.7	i	-0.1	-0.6
CC(C)S(=O)(=O)CC(=O)c1ccc(Cl)cc1	0.5	-0.8	0.3	0.9	3.7	-0.5	2.4	i	-1.6	-0.7
Cc1cccc(C)c1NC(=O)C1(C)CCC(=O)N1c1cc(C(C)(C)C)nn1C (stereo not drawn)	0.3	-0.4	.	-6.5	6.0	-0.7	-1.6	i	-0.6	-0.3
CCNC(=O)c1ccc(CSc2ccc(Cl)cc2)cc1	-1.7	1.2	-2.8	2.3	-1.6	0.9	0.1	i	-1.8	-4.0
CCOc1cc(/C=C2\N=C(SC(C)C(N)=O)N(c3ccc(OC(F)F)cc3)C2=O)ccc1O (stereo not drawn)	-48.0	1.0	-7.6	7.6	-4.9	3.2	104.2	.	-1.0	-1.1
CC1CCN(CC(=O)N2c3ccccc3CCc3ccccc32)CC1	2.4	0.0	-4.6	3.2	0.9	-1.3	-1.5	i	-0.5	3.5
Cc1c(C(=O)NCc2ccc3c(c2)cc(C)n3C)cccc1[N+](=O)[O-]	-29.0	-1.0	-9.2	12.0	22.4	42.1	-4.2	i	1.0	-0.5
C/C(Cn1cnc([N+](=O)[O-])n1)=N\NC(=O)c1ccc(Br)cc1	-6.4	0.1	-1.7	-2.7	3.5	-1.1	-2.3	i	-1.1	2.6
Cn1c(=O)oc2cc(S(=O)(=O)NCc3ccccn3)ccc21	-1.7	0.1	-14.6	-3.2	0.3	-0.5	2.3	i	0.8	4.4
C=CCn1c(O)c(N=NC(=S)Nc2cccc(OC)c2)c2ccccc21	-16.5	-0.7	-21.1	3.0	-9.6	1.7	1.3	i	1.4	3.3

As a short view, three of the compounds above.
SMILES	SUMO1 PPI mod	TbMetRS inhib	Scp-1 inhibitor	NadD inh	DNMT1 inh	LMPTP inh	CSN inh	Rpn11 inh	MsrA inh	STEP inh
C/C(Cn1cnc([N+](=O)[O-])n1)=N\NC(=O)c1ccc(Br)cc1	-6.4	0.1	-1.7	-2.7	3.5	-1.1	-2.3	i	-1.1	2.6
Cn1c(=O)oc2cc(S(=O)(=O)NCc3ccccn3)ccc21	-1.7	0.1	-14.6	-3.2	0.3	-0.5	2.3	i	0.8	4.4
C=CCn1c(O)c(N=NC(=S)Nc2cccc(OC)c2)c2ccccc21	-16.5	-0.7	-21.1	3.0	-9.6	1.7	1.3	i	1.4	3.3
